# PP5 primary: PP5 phosphatase inhibitors, primary screen, biochemical, fluorescence | 320,000 compounds, 0.18% hits | purified PP5c, OMFP substrate fluorescence | inhibition, % at 6.7 µM | Serine/threonine-protein phosphatase 5 (Homo sapiens), P53041;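 active = inhibition above the campaign's mean inhibition across all tested compounds plus 3 SD, cut at about 9.5% in these data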;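 note: 0% = DMSO only and 100% = 100 µM cantharidin control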
# Target sequence (P53041 whole entry, looked up): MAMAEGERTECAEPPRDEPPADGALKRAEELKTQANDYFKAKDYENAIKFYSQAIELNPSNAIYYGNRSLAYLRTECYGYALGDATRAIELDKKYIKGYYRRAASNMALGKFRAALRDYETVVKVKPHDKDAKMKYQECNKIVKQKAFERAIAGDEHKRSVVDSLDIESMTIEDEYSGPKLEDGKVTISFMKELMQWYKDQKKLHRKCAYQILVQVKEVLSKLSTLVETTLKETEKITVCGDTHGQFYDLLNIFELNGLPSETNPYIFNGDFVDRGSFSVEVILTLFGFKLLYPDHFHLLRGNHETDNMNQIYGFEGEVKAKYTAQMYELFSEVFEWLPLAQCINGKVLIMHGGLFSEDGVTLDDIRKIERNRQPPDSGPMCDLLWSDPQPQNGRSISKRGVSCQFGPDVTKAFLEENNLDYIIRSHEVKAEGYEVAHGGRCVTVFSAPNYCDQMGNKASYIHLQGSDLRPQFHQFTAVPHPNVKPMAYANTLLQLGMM
# HCV core dimer: inhibitors of HCV core protein dimerization, primary screen, biochemical, TR-FRET, high-throughput | inhibition, % at 5 µM | 300,000 compounds, 0.33% hits | TR-FRET GST/Flag-core106 dimerization, 1536-well;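 active = inhibition above the mean of all tested compounds plus 3 SD, set per screening campaign, cut at about 45% in these data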
#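 Test system: GST/Flag-tagged HCV core106 proteins; Medium: KF-containing HEPES buffer, pH 7.45, DTT, CHAPS, BSA; Times: compound-protein-antibody incubation 4 h at 22.5 °C; Detection: TR-FRET 671 and 617 nm emission; Benchmarks: wells lacking GST-core106 and wells with excess unlabelled core106.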
# TPT1 inh: Candida albicans TPT1 enzyme inhibitors, primary screen, biochemical, fluorescence polarization. tRNA 2'-phosphotransferase TPT1 (Candida albicans SC5314). inhibition, % at 5 µM. recombinant caTPT1, FP RNA substrate dephosphorylation. 300,000 compounds, 0.81% hits. AID 1962, 2009;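 active = inhibition above the mean of all tested compounds plus 3 SD, set per screening campaign, cut at about 24% in these data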;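 note: plate controls were DMSO alone for no effect and ferristatin control at 100 nM for full effect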
# JMJD2C inh: inhibitors of GASC-1 histone demethylase, primary screen, biochemical, fluorescence, DELFIA europium | Lysine-specific demethylase 4C (Homo sapiens), Q9H3R0 | GST-JMJD2C(1-420) H3K9me3 demethylation | inhibition, % at 2.35 µM | 330,000 compounds, 0.069% hits | AID 2099, 2009;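 active = more than half of a compound's replicate wells show inhibition beyond 50%, single wells judged on their own value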;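 note: signal counts dimethyl H3K9 product captured on neutravidin plate; 0% = median of DMSO wells and 100% = 0.3 times that DMSO median; strong numbers were not always called active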
# Target sequence (Q9H3R0 1-420 limits assumed): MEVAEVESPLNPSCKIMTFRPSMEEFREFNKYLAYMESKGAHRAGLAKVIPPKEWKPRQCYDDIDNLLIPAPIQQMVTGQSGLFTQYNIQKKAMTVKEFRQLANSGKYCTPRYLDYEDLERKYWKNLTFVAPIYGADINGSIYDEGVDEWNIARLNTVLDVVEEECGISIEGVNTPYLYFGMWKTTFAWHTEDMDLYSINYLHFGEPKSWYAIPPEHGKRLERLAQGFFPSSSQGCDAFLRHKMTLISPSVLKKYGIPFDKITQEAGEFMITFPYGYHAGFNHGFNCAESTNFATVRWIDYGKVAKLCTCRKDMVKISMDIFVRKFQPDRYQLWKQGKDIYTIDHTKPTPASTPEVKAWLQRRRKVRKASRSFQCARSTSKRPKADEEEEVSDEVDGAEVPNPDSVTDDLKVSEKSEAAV
# PP1 inh: PP1-alpha phosphatase inhibitors, primary screen, counter-screen for PP5 inhibitor project, biochemical, fluorescence, OMFP substrate, single point; purified PP1alpha; Serine/threonine-protein phosphatase PP1-alpha catalytic subunit (Homo sapiens), P62136; inhibition, % at 6.7 µM; 320,000 compounds, 0.9% hits;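 active = inhibition above the mean inhibition of all tested compounds plus 3 SD, computed separately for each screening campaign, cut at about 15% in these data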
# Yeast superoxide: reduction of superoxide in aged yeast, primary screen, HTS. S. cerevisiae aged cells, superoxide DHE fluorescence; stronger effect = lower value. superoxide response (% of plate mean), % at 10 µM. 330,000 compounds, 0.18% hits. AID 2690, 2010;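 active = superoxide response under a set limit, about three screen SD below normal, cut at about 65% in these data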;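 note: yeast aged for seven days with compound at 30 °C before DHE staining; 100% = average MFI of all compound-treated wells on the plate with controls excluded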
# EBNA-1 inh: EBNA-1 DNA-binding inhibitors, primary screen, biochemical, fluorescence polarization; AID 1950, 2009; 300,000 compounds, 0.34% hits; inhibition, % at 14.8 µM; in the data active = inhibition above about 28%
# ZTA counter: ZTA (EBV) inhibition in EBNA-1 counter-screen. P03206. ZTA-DNA binding, fluorescence polarization. inhibition, % at 11 µM. 320,000 compounds, 0.15% hits; in the data active = inhibition above about 33%
# Fh CTSL1 inh: Fasciola hepatica cathepsin L1 inhibitors, primary screen, counter-screen for PFM18AAP inhibitor project, biochemical, QFRET, fluorogenic peptide substrate. AID 1906, 2009. inhibition, % at 5.96 µM. 300,000 compounds, 0.49% hits. recombinant F. hepatica cathepsin L1, Z-Leu-Arg-MCA fluorescence;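 active = inhibition above the mean of all tested compounds plus 3 SD, set per screening campaign, cut at about 17% in these data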;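 note: 0% = plate median of test compound wells and 100% = 1 µM Z-Phe-Ala-diazomethylketone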
# * marks the source's active call; other numbers are inactive results; i = inactive; . = not tested or not shown; & = joins results of further samples.
SMILES,PP5 primary,HCV core dimer,TPT1 inh,JMJD2C inh,PP1 inh,Yeast superoxide,EBNA-1 inh,ZTA counter,Fh CTSL1 inh
Cc1cc(NC(=O)COC(=O)[C@H](Cc2c[nH]c3ccccc23)NC(=O)c2ccc(F)cc2)no1,2.0,-4.5,2.6,-8.3,-5.2,90.0,-4.5,-12.2,-10.5
O=C(/C=C/c1ccc([N+](=O)[O-])cc1)NCC1CCCO1 (configuration not stated),3.0,-7.5,-0.8,-0.9,-6.5,108.1,-1.9,-3.2,-1.8
CCCN(CC(=O)Nc1ccccc1C)C(=O)CCNC(=O)c1ccccc1Cl,0.9,-9.0,-1.1,-2.6,-3.7,108.8,-0.9,-18.4,-2.1
Cc1cn(S(=O)(=O)c2ccccc2[N+](=O)[O-])cn1,1.3,-3.0,1.1,-0.4,-3.9,105.9,1.4,15.6,1.0
CCC1C=C(c2ccccc2)C=CN=C1N(CC)CC (configuration not stated),0.7,-6.2,-0.4,2.1,0.8,100.2,3.5,-4.6,-2.2
COC(=O)c1ccc(CSc2nnc(SCc3ccc(C(=O)OC)o3)s2)o1,0.1,8.9,1.8,1.1,-2.2,109.6,3.3,4.6,6.0
O=c1c(-c2ccccc2)nc(-c2ccccc2)cn1O,-0.2,-0.6,-3.8,6.8,-2.9,88.9,3.6,3.3,0.9
CCCCc1ccc(NC(=O)N[C@H](C(=O)O)C(C)C)cc1,1.5,5.0,0.9,-4.7,1.9,103.9,3.9,9.2,-1.8
CC(=O)c1cnc2c(-c3ccccc3)c(-c3ccccc3)nn2c1C,-1.1,-6.8,-2.3,-4.5,-0.9,109.2,-6.9,-2.1,3.4
CC(=O)c1ccc(NC(=S)N2CCC(O)CC2)cc1,0.4,-4.6,-3.2,-0.3,-1.5,91.6,4.7,0.0,3.6
CC(C(=O)N(C)C)N1c2cccc3cccc(c23)S1(=O)=O (configuration not stated),4.2,5.9,-3.4,6.4,1.0,80.6,-6.3,-3.3,3.3
COc1cc(-c2nnc(-c3cccs3)o2)cc(OC)c1OC,1.6,3.8,-2.9,-6.0,-1.4,98.0,-12.4,12.4,1.3
Cn1cc(CNCc2ccc(-n3cccn3)cc2)c(-c2ccccc2F)n1,3.1,-3.0,1.6,0.6,0.6,100.6,-16.1,5.0,-3.6
CCCCn1c(N)c(N(CCC(C)C)C(=O)c2ccc(-c3ccc([N+](=O)[O-])cc3)o2)c(=O)[nH]c1=O,-2.2,.,.,19.0,-0.8,96.6,.,-21.6,.
C/C(Cl)=C\Cn1c(O)c(N=NC(N)=S)c2ccccc21,3.8,-8.7,-1.1,4.0,0.3,105.0,3.6,-12.3,7.5
Cc1cc[n+](C(C)C(=O)c2ccc(Cl)cc2)cc1 (configuration not stated),-0.9,7.0,1.1,58.9,-5.1,106.1,-3.9,-2.9,-4.8
CCCCCCc1nc(C(N)=O)c2[nH]c(=O)n(-c3ccccc3F)c2n1,1.8,15.3,1.5,-0.4,-0.3,104.7,2.1,4.9,3.5
CN1C(C(=O)Nc2ccccn2)=C(O)c2ccccc2S1(=O)=O,0.9&-2.4,-3.0&5.2,-1.1&-2.2,-12.0&0.1,3.3&-2.2,80.6&96.3,-7.1&6.5,-27.8&14.2,-7.4&-1.7
CCOC(=O)N1CCC(N2Cc3cccc(C(=O)Nc4ccc(S(=O)(=O)N(CC)CC)cc4)c3C2=O)CC1,0.3,18.2,1.4,1.1,1.1,93.9,0.2,0.0,-3.2
N#Cc1ccccc1NC(=O)C(=O)NCC1CCCN1S(=O)(=O)c1cccs1 (configuration not stated),0.3,-0.7,2.1,-31.8,0.6,102.9,-4.3,-0.1,3.4
Cc1nc2ncnn2c(C)c1CCC(=O)NCCCN1CCN(c2cccc(Cl)c2)CC1,3.6,-3.2,-0.7,-2.7,-3.6,105.1,-6.3,-6.4,-3.1
CCCC(=O)Nc1nc(-c2ccccc2)ns1,1.4,-2.2,-6.4,20.8,1.6,95.0,8.4,2.5,-0.9
COc1ccc(N(CC(=O)N2CCN(c3ccccc3F)CC2)S(=O)(=O)c2ccc(C)cc2)cc1,3.9,10.8,2.3,49.6,0.6,114.0,10.0,-4.3,0.9
Cc1cc(C)nc(SCc2cn3c(C)cc(C)nc3n2)n1,-0.5,-6.5,1.7,2.6,-1.9,109.1,-5.7,-3.2,-0.2
FC(F)Oc1ccccc1NC(=S)Nc1cccc(Cl)c1Cl,1.4,-1.5,-1.3,-12.2,1.8,94.1,-3.1,-0.7,0.4
# Next part:
SMILES,PP5 primary,HCV core dimer,TPT1 inh,JMJD2C inh,PP1 inh,Yeast superoxide,EBNA-1 inh,ZTA counter,Fh CTSL1 inh
Nc1nc2ccccc2n1C(=O)c1cccs1,0.1,-1.6,0.5,-1.7,0.7,102.4,6.2,-0.2,1.8
Cc1cccc(N2CCN(Cc3ccoc3)CC2)c1C,1.3,14.1,-0.3,i,2.4,86.7,13.2,9.3,2.8
O=c1cc(CN2CCN(S(=O)(=O)c3ccccc3)CC2)nc2sccn12,-1.0,-2.9,-3.9,0.4,-3.6,98.0,0.4,3.6,0.3
FC(F)(F)c1cc(-c2ccccc2)nc2ncnn12,-1.2,-3.6,-0.4,-1.6,-1.7,97.2,2.8,11.8,1.8
Cc1cc(C2=NNC(=Nc3ccccc3)SC2)c(C)n1C,-0.2,41.3,0.9,.,16.3*,111.9,-4.6,-14.0,1.4
CCc1cccc(CC)c1N(COC)C(=O)Cn1c(C(C)O)nc2ccccc21 (configuration not stated),1.5,1.1,1.2,2.4,-3.0,113.4,-11.5,0.7,6.3
COc1ccc(/C=N/Nc2cc(C)nc(N3CCOCC3)n2)c(OC)c1,-0.3,0.2,-1.1,5.9,-1.8,86.6,-1.2,-3.9,1.7
CC(Oc1ccc(Cl)cc1Cl)C(=O)Nc1cccnc1 (configuration not stated),2.3,2.7,1.2,7.3,1.6,93.5,-5.5,10.4,1.2
Cc1c(N=C2NN=C(c3c[nH]c4ccccc34)CS2)c(=O)n(-c2ccccc2)n1C,3.0,5.3,8.9,11.6,1.5,98.3,-1.5,11.3,4.5
Cc1ccc(CNC(=O)C2CC(c3cc(C(F)(F)F)cc(C(F)(F)F)c3)=NO2)o1 (configuration not stated),4.4,-4.7,1.6,-5.4,-0.2,112.7,-2.8,-5.3,-3.9
Cc1ccc(NS(=O)(=O)c2ccc(OCC(=O)NCc3cccnc3)cc2)cc1,1.2,-0.1,5.9,-7.7,-3.0,80.6,-1.4,-2.9,-1.2
CCOCCc1nnc(NC(=O)Cc2c(F)cccc2Cl)s1,1.2,-4.1,-1.0,-0.5,-5.0,83.6,1.3,13.5,-1.7
N#Cc1c(Nc2ccccc2)sc(C(=O)c2ccccc2)c1N,1.9,2.7,-0.7,-12.8,-0.8,114.2,-6.7,-15.3,6.1
CCSc1nc2n(n1)C(c1cccc(F)c1)C1=C(CCCC1=O)N2 (configuration not stated),1.5,-6.8,1.7,-6.0,-0.6,85.0,0.2,-2.8,2.0
CN1C(=O)C2(Oc3ccccc3C3CC(c4ccccc4)=NN32)c2ccccc21 (configuration not stated),4.6,13.3,6.1,2.3,1.7,106.3,-10.1,-4.3,1.6
CCN(CC)S(=O)(=O)c1cc(NC(=O)CSc2nc3c(cc2C#N)C(=O)CC(C)(C)C3)ccc1C,1.7,4.9,-3.9,-1.8,2.2,106.5,32.0*,9.5,-1.1
Cc1ccc2[nH]c3c(=O)n(Cc4ccccn4)cnc3c2c1,-0.1,-2.2,0.0,18.3,-1.5,103.4,-4.9,-5.0,-0.1
CCOc1ccccc1Nc1nc2ccccc2n2cnnc12,2.7,-21.1,-0.1,43.4,1.5,116.2,-6.4,0.9,0.9
O=C(Cn1nnc(-c2ccc(N3CCOCC3)cc2)n1)OC1CCCCC1,3.6,1.4,-1.4,4.1,2.0,93.4,10.7,8.5,4.8
CN(C(=O)CN1CCC(NC(=O)C2CCCCC2)CC1)C1CCCCC1,3.9,-3.9,1.0,-2.4,-0.1,103.5,1.9,0.9,0.4
Cn1ccnc1SCC(=O)Nc1nc2c(F)c(F)c(F)cc2s1,0.7,1.6,0.7,-2.4,8.4,113.9,4.0,0.3,-1.6
O=[N+]([O-])c1ccccc1CN1CCN(Cc2c[nH]c3ccccc23)CC1,1.2,-1.2,-1.6,-3.9,0.1,100.5,-4.8,-6.4,4.7
CC(=O)N1c2ccccc2N(Cc2ccc([N+](=O)[O-])cc2)C(=O)C1(C)C,-0.7,5.7,9.1,-0.2,-1.4,90.7,16.1,10.1,2.5
Cc1ccccc1Nc1nc(N)nc(CSc2nnnn2-c2ccccc2)n1,2.0,-8.8,-2.8,38.0,-4.1,104.8,-8.3,1.4,-1.5
CCC(=O)c1ccc(OCC(=O)Nc2cc(S(=O)(=O)N3CCCCC3)ccc2OC)cc1,4.3,11.9,-0.6,-3.5,5.2,113.1,-7.2,-2.4,2.5
# Continued.
SMILES,PP5 primary,HCV core dimer,TPT1 inh,JMJD2C inh,PP1 inh,Yeast superoxide,EBNA-1 inh,ZTA counter,Fh CTSL1 inh
Cc1ccc(NS(=O)(=O)c2ccc3c(c2)oc(=O)n3C)cc1C,-1.0,-1.5,-0.9,2.9,-1.0,126.7,3.9,-1.6,0.5
COC(=O)c1ccc(SCC(=O)NC2CCCCC2)c([N+](=O)[O-])c1,1.8,-9.0,-1.4,-1.0,10.3,99.8,-13.5,-22.1,2.2
NS(=O)(=O)c1ccc(NNC(=O)c2ccc(F)cc2F)cc1,1.7,-2.2,-3.8,-1.6,-1.4,121.2,-1.2,-4.7,-1.9
COc1cc(NC(=S)N2CCN(C)CC2)cc(OC)c1,-6.9,-4.0,-0.3,-19.5,-5.8,104.1,-21.2,-1.5,-12.2
COc1ccc(C(=O)c2cn(-c3cccc(Br)c3)nc2C(C)=O)cc1,-0.3,5.0,0.4,-16.7,-2.7,109.8,1.8,8.6,0.4
O=C(CSc1nnc(CNc2cccc(C(F)(F)F)c2)n1Cc1ccco1)NCc1ccco1,5.6,-1.7,-2.2,-8.8,5.2,110.9,2.8,-16.0,5.3
COc1cc2nc(Nc3ccc(F)cc3)nc(N)c2cc1OC,5.9,-2.4,-2.7,2.3,1.9,101.9,0.3,10.3,-5.6
Oc1ccccc1CNc1ncc(Br)cc1Br,5.3,-1.7,0.4,1.6,0.2,104.2,-8.8,-2.4,3.6
CC1CCN(c2c(NCc3ccc(C(=O)NCC4COc5ccccc5O4)cc3)c(=O)c2=O)CC1 (configuration not stated),0.9,2.5,-1.4,-20.7,-1.6,99.4,3.0,-2.7,0.5
O=C(CSc1nnc(COc2cccc3cccnc23)o1)N1CCc2ccccc21,0.5,0.1,0.5,-0.6,0.2,111.2,6.3,24.2,2.0
CCN(CC)CCCNC(=O)c1cn(CCOC)c(=O)c2c1c1ccccc1n2C,3.8,0.1,0.9,-8.4,-2.9,92.8,0.9,-4.7,7.3

# High-throughput results as filed in PubChem.
